# Assay outcomes deposited in PubChem BioAssay by National Center for Advancing Translational Sciences (NCATS).
# FLuc inh – inhibitors of firefly luciferase | P08659 | purified firefly luciferase, luminescence, 8 min | Potency, µM (series often up to 57.1 µM), inactives show at the highest dose activity change, negative = inhibition, most hits filed as inhibitors | actives 2.2% (n = 72,000) | AID 411; also: potency is read from the fitted curve at half-maximal effect; % is scaled to controls: 0 for no effect and ±100 for the full control effect; nearly all actives have a fitted effect of over 40% in size
#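 qHTS concentration-response profiling: light output of P. pyralis luciferase with luciferin and 10 uM ATP, imidazole buffer pH 7.2. Read by luminescence after 8-min room-temperature incubation.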
# ERK AVP block – vasopressin-driven ERK pathway inhibition; actives 0.99% (n = 72,000); HEK293-V1b, vasopressin-stimulated pERK AlphaScreen; Potency, µM (top dose mostly 57.5 µM), without a hit: top-dose activity, negative = inhibition, usual class: inhibitors; AID 995; also: potency is read from the fitted curve at half-maximal effect; % is scaled to controls: 0 for no effect and ±100 for the full control effect; nearly all actives have a fitted effect of over 55% in size
#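 V1b-HEK293 cells; cpd 30 min 37C; 25 nM vasopressin 5 min; lyse 10 min; AlphaScreen beads 5 hr RT. Normalized to DMSO basal and 25 nM vasopressin; AC50 by Hill fit.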
# HEK293 cAMP cs – raises cAMP in parental HEK293 cells, TSHR agonist counter-screen | parental HEK293 CNG cAMP sensor, membrane potential fluorescence | Potency, µM (series often up to 57.1 µM), without a hit: at the highest dose activation, hits mostly activators | actives 2.5% (n = 73,000) | AID 938; also: potency is read from the fitted curve at half-maximal effect; % of control where 0% means no effect; nearly all actives have a fitted effect of over 55% in size
#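 Counterscreen for endogenous-receptor signalling: CNG-channel HEK 293 cells report cAMP rise by membrane depolarization. After 60 min dye equilibration with 100 uM RO 20-1724, compounds incubated 30 min before bottom-read fluorescence at 590 nm.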
# Caspase-7 inhib – blocks human caspase-7 allosterically or competitively; P55210; recombinant caspase-7, Ac-DEVD-AFC fluorescence rate; Potency, µM (series often up to 57.5 µM), without a hit: top-dose activity change, negative = inhibition, most hits filed as inhibitors; actives 0.02% (n = 75,000); AID 889; active = well fitted inhibition curve with a large enough effect in the main read-out, with a control signal flat, not every such curve was filed as active; inconclusive = small, poorly fitted or top-dose-only effect, or a change in a side signal; also: potency is read from the fitted curve at half-maximal effect; % of control where 0% means no effect
# 4-MU autofl – 4-MU region autofluorescence | compound autofluorescence, 340/450 nm, 4-MU equivalents; hits give high values | AID 589 | actives 11% (n = 59,000) | max dye-equivalent concentration, M; in the data active = max dye-equivalent concentration above about 10 nM; inconclusive = mostly about 1.1 nM to 9.6 nM
#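 Compounds in 100 mM Tris, pH 8.0, sat 15 min at room temperature before fluorescence was read at 340 nm excitation/450 nm emission; a per-plate six-point 4-MU standard curve converted signals to dye-equivalent concentration at each compound concentration.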
# Tau fil binding – binds recombinant human tau filaments | recombinant tau filaments, thioflavin S fluorescence, 15 h; filaments grown with octadecylsulfate alongside compound | Potency, µM (series often up to 57.1 µM), for the others: at the top dose activity change, negative = inhibition | actives 2% (n = 71,000);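 also: potency is read from the fitted curve at half-maximal effect; % is scaled to controls: 0 for no effect and ±100 for the full control effect; actives lower thioflavin S fluorescence by blocking filaments or displacing dye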
# Target sequence (P10636 whole entry, looked up): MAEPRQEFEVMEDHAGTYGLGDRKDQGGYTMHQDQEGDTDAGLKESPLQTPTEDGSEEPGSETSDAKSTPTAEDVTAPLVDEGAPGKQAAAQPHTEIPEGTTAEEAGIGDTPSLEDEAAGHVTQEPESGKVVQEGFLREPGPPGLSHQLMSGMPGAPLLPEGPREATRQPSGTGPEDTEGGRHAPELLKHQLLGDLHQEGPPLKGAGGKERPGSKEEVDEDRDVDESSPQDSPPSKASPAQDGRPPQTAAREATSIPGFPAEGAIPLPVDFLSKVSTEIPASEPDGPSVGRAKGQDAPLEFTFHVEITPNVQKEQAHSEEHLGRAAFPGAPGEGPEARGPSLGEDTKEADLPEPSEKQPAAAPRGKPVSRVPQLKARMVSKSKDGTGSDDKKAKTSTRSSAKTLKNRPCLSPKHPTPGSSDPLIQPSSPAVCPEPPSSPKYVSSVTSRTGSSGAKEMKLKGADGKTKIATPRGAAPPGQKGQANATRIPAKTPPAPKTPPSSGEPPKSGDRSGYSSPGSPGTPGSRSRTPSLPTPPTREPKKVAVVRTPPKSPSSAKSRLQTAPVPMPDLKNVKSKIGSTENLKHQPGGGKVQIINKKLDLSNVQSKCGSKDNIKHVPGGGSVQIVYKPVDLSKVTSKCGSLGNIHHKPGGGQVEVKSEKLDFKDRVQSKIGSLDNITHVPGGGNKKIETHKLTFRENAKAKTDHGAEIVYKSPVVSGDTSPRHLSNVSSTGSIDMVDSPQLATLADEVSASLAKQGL
#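 Assay mix: 1 uM His-tagged tau, 30 uM sodium octadecylsulfate, thioflavine S dye in HEPES/NaCl/DTT buffer. Compound is added prior to the inducer. Fluorescence after 15 h at 37 C.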
# A350 autofl – compound fluoresces in the Alexa 350 spectral region | AID 590 | actives 11% (n = 59,000) | max dye-equivalent concentration, M | Compound autofluorescence, 340/450 nm, Alexa 350 dye-equivalents; hits give high values; in the data active = max dye-equivalent concentration above about 10 nM; inconclusive = mostly about 1.1 nM to 9.6 nM
# Texas Red fluor – compound fluoresces in the Texas Red spectral region | max dye-equivalent concentration, M | Compound fluorescence, Texas Red channel, 547/618 nm; hits give high values | actives 0.06% (n = 59,000); in the data active = max dye-equivalent concentration above about 10 nM; inconclusive = between about 1.1 nM and that limit
#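 Fluorescence at ex 547/em 618 nm, normalized against an on-plate Texas Red standard series to give dye-equivalent concentration per compound concentration. Buffer 100 mM Tris, pH 8.0; 15 min RT incubation before CCD imaging.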
# Rhodamine fluor – compound autofluorescence in rhodamine spectral region | Rhodamine-region fluorescence, 547/598 nm, Tris buffer; hits give high values | max dye-equivalent concentration, M | actives 0.05% (n = 59,000); in the data active = max dye-equivalent concentration above about 11 nM; inconclusive = between about 1.1 nM and that limit
#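 Compound fluorescence in 100 mM Tris, pH 8.0, read after 15 min at room temperature with 547 nm excitation and 598 nm emission. Output is dye-equivalent concentration from an on-plate rhodamine standard series.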
# Casp1 inh – allosteric or competitive inhibitors of human caspase-1. Caspase-1 enzyme, Ac-WEHD-AFC fluorogenic rate. actives 0.03% (n = 75,000). P29466. Potency, µM (series often up to 57.5 µM), for the others: top-dose activity change, negative = inhibition, actives largely listed as inhibitors. AID 900;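 also: potency is read from the fitted curve at half-maximal effect; plate controls were vehicle for no effect and no substrate for full effect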
# Target sequence (P29466 120-297 limits assumed): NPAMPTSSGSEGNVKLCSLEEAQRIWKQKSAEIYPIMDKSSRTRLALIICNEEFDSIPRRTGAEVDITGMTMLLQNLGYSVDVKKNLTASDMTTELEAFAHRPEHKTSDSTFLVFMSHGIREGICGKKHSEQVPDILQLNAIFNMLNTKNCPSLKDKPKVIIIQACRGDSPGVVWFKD
# Target sequence (P29466 317-404 limits assumed): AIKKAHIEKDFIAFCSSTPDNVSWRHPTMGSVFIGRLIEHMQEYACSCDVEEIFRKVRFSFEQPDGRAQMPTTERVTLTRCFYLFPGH
# Fluorescein autfl – compound autofluorescence in fluorescein spectral region; Compound autofluorescence, 480/540 nm, fluorescein-equivalent; hits give high values; max fluorescein-equivalent concentration, M; actives 0.91% (n = 59,000); in the data active = max fluorescein-equivalent concentration above about 10 nM; inconclusive = between about 1.1 nM and that limit
#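 Read-out is intrinsic compound fluorescence at 480/540 nm (excitation/emission), expressed as dye-equivalent concentration using a fluorescein standard series run on every plate. Compounds sat 15 min at room temperature in 100 mM Tris, pH 8.0.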
# * = called active by the depositor; i = inactive; ? = inconclusive; · = not tested or not shown; & = joins results of further samples; ! = a repeat was not active; [ ] = dose if it differs, or a comment. Unless noted, calls follow the shape of the dose curve; as a rule, active = well fitted curve in the direction sought with a large enough effect; inconclusive = small, poorly fitted or top-dose-only effect, or another doubt; inactive = no such curve, though single readings can be large; an effect the other way counts as inactive or inconclusive. These rows are one share of the data; count on the stated rates, not on these rows.
structure	FLuc inh	ERK AVP block	HEK293 cAMP cs	Caspase-7 inhib	4-MU autofl	Tau fil binding	A350 autofl	Texas Red fluor	Rhodamine fluor	Casp1 inh	Fluorescein autfl
C[N+]1(C)C2CC[C@H]1CC(OC(=O)[C@@H](CO)c1ccccc1)C2 (some centres not stated)	4%[11.4 µM]	-17%[11.5 µM]	22%[11.4 µM]	0%[11.5 µM]	i	7%[11.4 µM]	i	i	i	1%[11.5 µM]	?
COc1cc2c(c(OC)c1OC)-c1ccc(O)c(=O)cc1[C@@H](NC(C)=O)CC2	0%[11.4 µM]	-10%	24%	-9%	i	?	i	i	i	-6%	?
COc1cc(C2NCc3ccccc3-n3cccc32)ccc1O (configuration not stated)	0%	-30%	3%	0%	i	-10%	i	i	i	-1%	i
Cc1nc2cc(C(F)(F)F)ccc2n1C1CCN(Cc2nnnn2Cc2ccc3c(c2)OCO3)CC1	2%	?	-10%	-12%	i	56%	i	?	i	-1%	i
N[C@@H]1C=CC=C(C(=O)O)C1	0%	15%	-7%	2%	i	3%	i	i	i	2%	?
Cn1c(O)c(C=NCCCNC2CCCCC2)c(=O)n(C)c1=O	0%[25.5 µM]	·	·	·	i	·	i	i	i	·	?
COc1ccc(CN2CCN(C(=O)COc3cccc(C)c3)CC2)c(OC)c1	3%	?	22%	1%	i	4%	i	i	i	-1%	i
Cc1ccc(C)c(NC2=NCCCS2)c1	-31%	2%	0%	-1%	i	1%	i	i	i	-1%	?
CCCCOC(=O)c1ccccc1C(=O)OCc1ccccc1	·	117%[activator]	16µM*	-7%	·	19%	·	·	·	-4%	·
COC(=O)[C@]1(C)C[C@H]1[C@H](NP(=O)(c1ccccc1)c1ccccc1)c1ccccc1	·	-19%	?	-1%	·	0%	·	·	·	-5%	·
c1ccc(-c2ccc(C(c3ccccc3)n3ccnc3)cc2)cc1 (configuration not stated)	-2%[25.5 µM]	?	·	-10%	i	·	i	i	i	-3%	?
Cc1coc2c1CCC(C)C2 (configuration not stated)	·	5%	-6%	0%	·	-6%	·	·	·	-2%	·
C[C@]12CC[C@H](O)C[C@@H]1CC[C@H]1[C@H]2CC[C@]2(C)[C@H](C(=O)CO)CC[C@@H]12	-7%	9%	4%	2%	i	2%	i	?	i	0%	?
CN1[C@@H]2CC[C@H]1CC(OC(=O)c1cc(Cl)cc(Cl)c1)C2 (some centres not stated)	2%&-1%	11%	?	1%	i	?	i	?	i	2%	i
CCc1cc2c(nc1CC)CCN(CC/C(C)=N/OC)C2	0%[11.4 µM]	20%[11.5 µM]	2%[11.4 µM]	-2%[11.5 µM]	·	·	·	·	·	-2%[11.5 µM]	·
CCNCCC1(CC)C(=O)NC(=O)NC1=O	1%[11.4 µM]	12%[11.5 µM]	10%[11.4 µM]	-1%[11.5 µM]	i	-8%[11.4 µM]	i	i	i	0%[11.5 µM]	i
Cc1ccc2nc(N3CCN(C)CC3)[nH]c2c1	-28%	-13%	20%	0%	i	8%	i	i	i	0%	?
COC(=O)C(C)Oc1cc(C)cc2oc(=O)c3c(c12)CCC3 (configuration not stated)	4%	?	?	-1%	1.5e-08M*	17%	1.8e-08M*	?	i	-1%	i
CNCCc1cnc[nH]1	2%	2%	4%	0%	·	?	·	·	·	1%	·
Clc1cccc(CN2CCCCC2c2cccnc2)c1 (configuration not stated)	-2%	-25%	?	-1%	·	1%	·	·	·	-2%	·

# Compounds above that contain four or more nitrogen atoms (3):
structure	FLuc inh	ERK AVP block	HEK293 cAMP cs	Caspase-7 inhib	4-MU autofl	Tau fil binding	A350 autofl	Texas Red fluor	Rhodamine fluor	Casp1 inh	Fluorescein autfl
Cc1nc2cc(C(F)(F)F)ccc2n1C1CCN(Cc2nnnn2Cc2ccc3c(c2)OCO3)CC1	2%	?	-10%	-12%	i	56%	i	?	i	-1%	i
Cn1c(O)c(C=NCCCNC2CCCCC2)c(=O)n(C)c1=O	0%[25.5 µM]	·	·	·	i	·	i	i	i	·	?
Cc1ccc2nc(N3CCN(C)CC3)[nH]c2c1	-28%	-13%	20%	0%	i	8%	i	i	i	0%	?

# The list goes on.
structure	FLuc inh	ERK AVP block	HEK293 cAMP cs	Caspase-7 inhib	4-MU autofl	Tau fil binding	A350 autofl	Texas Red fluor	Rhodamine fluor	Casp1 inh	Fluorescein autfl
CCC(=NCc1cccnc1)c1c(O)n(Cc2ccccc2)c(=O)[nH]c1=O	2%	?	-2%	0%	i	-8%	?	i	i	0%	?
CC[C@@]1(O)C(=O)OCc2c1cc1n(c2=O)Cc2cc3c(NC(=O)CN)cccc3nc2-1	0%[11.4 µM]	-2%[11.5 µM]	-3%[11.4 µM]	-8%[11.5 µM]	2.9e-07M*	8%[11.4 µM]	3.7e-07M*	i	i	-5%[11.5 µM]	i
CC(=O)Nc1ccc2c(c1)CC1(C(=O)N(C)C(=O)N(C)C1=O)C1CCCN21 (configuration not stated)	3%	5%	-2%	-2%	?	2%	?	i	i	-2%	i
CC(COc1ccccc1)N(CCCl)Cc1ccccc1 (configuration not stated)	-1%[25.5 µM]	1%&-22%	?	-1%&1%	i	?	i	i	i	2%&0%	i
O=C1CC(=O)N(c2ccc(Cl)cc2Cl)C(=O)N1	0%	18%	19%	-4%	·	-4%	·	·	·	-1%	·
O/N=C/c1c[nH]c2ccccc12	1%	-7%	-2%	-1%	·	4%	·	·	·	2%	·
Cc1cccnc1NC1=NCC(C)S1 (configuration not stated)	1%	-29%	2%	-1%	i	-20%	i	i	i	0%	?
c1ccc(N2CCCC3(CCNCC3)C2)cc1	-1%[11.4 µM]	-8%	?	-1%	i	?	i	i	i	-2%	i
Cc1cc(C(C)(C)C)cc(C)c1CC1=NCCN1	0%[25.5 µM]	18%	?	0%	i	4%[25.6 µM]	?	i	i	-1%	?
Cc1ccc(CS(=O)(=O)Cc2ccc(C(=O)N3CCC4(CC3)OCCO4)o2)cc1	0%	6%	7%	1%	i	-2%	i	i	i	0%	?
CN1CCC(O)(c2ccccc2)C2CCCC21 (configuration not stated)	3%	-5%	5%	-2%	i	-18%	i	i	i	0%	i
CCn1cnc2c(Nc3cccc(Cl)c3)nc(N[C@@H]3CCCC[C@H]3N)nc21	0%	38%[activator]	?	-2%	i	20%	i	i	i	-3%	i
CC12CN3CCN(CC(C3)C1O)C2 (configuration not stated)	3%	5%	14%	0%	i	-7%	?	i	i	5%	i
CC(=NCC1CCCO1)c1c(O)n(Cc2ccccc2)c(=O)[nH]c1=O (configuration not stated)	1%	-17%	3%	-1%	?	-5%	?	i	i	-4%	?
CCOP(=O)(OCC)OCC	·	-11%	-26%	0%	·	-5%	·	·	·	-2%	·
COCCCNC(=O)c1c(NC(=O)c2ccco2)n(Cc2ccccc2)c2nc3ccccc3nc12	-2%	31%[activator]	18%	-28%	2.6e-06M*	49%	2.6e-06M*	i	i	?	?
CCNCC1(c2ccc(OC)c(OC)c2)CCCC1	1%	-20%	11%	-14%	1.3e-08M*	-5%	1.3e-08M*	i	i	?	i
O=C1C2CCCN2C(c2cccnc2)N1c1ccc(Cl)c(Cl)c1 (configuration not stated)	2%	30%[activator]	3%	0%	i	-1%	i	i	i	-2%	?
NC(=O)CI	-3%	14%	-2%	2%	i	-2%	i	?	i	4%	?
O=C(Cc1ccccc1)N1CCN(CC2CC=CCC2)CC1 (configuration not stated)	-2%	-1%	9%	0%	?	6%	?	i	i	0%	i

structure	FLuc inh	ERK AVP block	HEK293 cAMP cs	Caspase-7 inhib	4-MU autofl	Tau fil binding	A350 autofl	Texas Red fluor	Rhodamine fluor	Casp1 inh	Fluorescein autfl
CC1OC(NCCc2ccccc2)C(O)C(O)C1O (configuration not stated)	3%	21%	6%	1%	i	2%	i	i	i	3%	?
O=C(OC1CCN(CCCl)CC1)C(c1ccccc1)c1ccccc1	1%	8%	10%	0%	i	-3%	i	i	i	0%	?
C[C@H]1C[C@@H](C)C(=O)[C@@H]([C@H](O)CC2CC(=O)NC(=O)C2)C1	-1%[25.5 µM]	-9%[25.7 µM]	8%[25.6 µM]	1%[25.7 µM]	i	-12%[25.6 µM]	i	i	i	1%[25.7 µM]	?
CCCCN1C(=O)NC(=O)C2(Cc3c(nc4c(C)cccn4c3=O)N3CCc4ccccc4C32)C1=O (configuration not stated)	3%	-9%	12%	-1%	i	5%	i	i	i	-1%	?
N#C/C(=C\c1ccc(O)c(O)c1)C(N)=S	25µM*!	16µM*!	?	-8%&1%	?	78%&30%	?	?	i	-7%&1%	2.5e-08M*
CCOC(=O)CN1C(=O)C2(C(C#N)=C(N)Oc3ccccc32)C(C(=O)OC)=C1C (configuration not stated)	0%	0%	1%	-1%	i	13%	i	?	i	-1%	i
c1ccc(Cc2nn3c(Cn4cnc5ccccc54)nnc3s2)cc1	-1%	7%	?	0%	i	-3%	?	?	i	1%	i
O=[N+]([O-])c1c(Cl)c(Cl)cc(Cl)c1Cl	·	3%	8%	1%	·	-6%	·	·	·	3%	·
CN(C)C1(c2nnnn2-c2ccc(Cl)cc2)CCCCC1	1%	·	26%	1%	·	-12%	·	·	·	0%	·
c1cncc(C2CC(c3cccs3)n3ncnc3N2)c1 (configuration not stated)	2%	8%	1%	-1%	?	4%	?	i	i	0%	i
Nn1cnnc1	·	-9%	9%	0%	·	8%	·	·	·	-3%	·
